# Screens deposited in PubChem by National Center for Advancing Translational Sciences (NCATS).
# KDM5B inhibitor – blocks human KDM5B histone demethylase activity. Q9UGL1. KDM5B demethylase, FDH-coupled NADH fluorescence (FDH is formaldehyde dehydrogenase). Potency, µM (highest dose often 57.7 µM), for the others: at the top dose activity change, negative = inhibition, most hits filed as inhibitors. 220,000 tested, 2.6% active. AID 1347165; active = well fitted inhibition curve with a large enough effect; inconclusive = small, poorly fitted or top-dose-only effect; inactive = no such curve, though single readings can be large or run the other way; also: 0% is about no effect; nearly all actives have a fitted effect of over 70% in size
# Target sequence (Q9UGL1 whole entry, looked up): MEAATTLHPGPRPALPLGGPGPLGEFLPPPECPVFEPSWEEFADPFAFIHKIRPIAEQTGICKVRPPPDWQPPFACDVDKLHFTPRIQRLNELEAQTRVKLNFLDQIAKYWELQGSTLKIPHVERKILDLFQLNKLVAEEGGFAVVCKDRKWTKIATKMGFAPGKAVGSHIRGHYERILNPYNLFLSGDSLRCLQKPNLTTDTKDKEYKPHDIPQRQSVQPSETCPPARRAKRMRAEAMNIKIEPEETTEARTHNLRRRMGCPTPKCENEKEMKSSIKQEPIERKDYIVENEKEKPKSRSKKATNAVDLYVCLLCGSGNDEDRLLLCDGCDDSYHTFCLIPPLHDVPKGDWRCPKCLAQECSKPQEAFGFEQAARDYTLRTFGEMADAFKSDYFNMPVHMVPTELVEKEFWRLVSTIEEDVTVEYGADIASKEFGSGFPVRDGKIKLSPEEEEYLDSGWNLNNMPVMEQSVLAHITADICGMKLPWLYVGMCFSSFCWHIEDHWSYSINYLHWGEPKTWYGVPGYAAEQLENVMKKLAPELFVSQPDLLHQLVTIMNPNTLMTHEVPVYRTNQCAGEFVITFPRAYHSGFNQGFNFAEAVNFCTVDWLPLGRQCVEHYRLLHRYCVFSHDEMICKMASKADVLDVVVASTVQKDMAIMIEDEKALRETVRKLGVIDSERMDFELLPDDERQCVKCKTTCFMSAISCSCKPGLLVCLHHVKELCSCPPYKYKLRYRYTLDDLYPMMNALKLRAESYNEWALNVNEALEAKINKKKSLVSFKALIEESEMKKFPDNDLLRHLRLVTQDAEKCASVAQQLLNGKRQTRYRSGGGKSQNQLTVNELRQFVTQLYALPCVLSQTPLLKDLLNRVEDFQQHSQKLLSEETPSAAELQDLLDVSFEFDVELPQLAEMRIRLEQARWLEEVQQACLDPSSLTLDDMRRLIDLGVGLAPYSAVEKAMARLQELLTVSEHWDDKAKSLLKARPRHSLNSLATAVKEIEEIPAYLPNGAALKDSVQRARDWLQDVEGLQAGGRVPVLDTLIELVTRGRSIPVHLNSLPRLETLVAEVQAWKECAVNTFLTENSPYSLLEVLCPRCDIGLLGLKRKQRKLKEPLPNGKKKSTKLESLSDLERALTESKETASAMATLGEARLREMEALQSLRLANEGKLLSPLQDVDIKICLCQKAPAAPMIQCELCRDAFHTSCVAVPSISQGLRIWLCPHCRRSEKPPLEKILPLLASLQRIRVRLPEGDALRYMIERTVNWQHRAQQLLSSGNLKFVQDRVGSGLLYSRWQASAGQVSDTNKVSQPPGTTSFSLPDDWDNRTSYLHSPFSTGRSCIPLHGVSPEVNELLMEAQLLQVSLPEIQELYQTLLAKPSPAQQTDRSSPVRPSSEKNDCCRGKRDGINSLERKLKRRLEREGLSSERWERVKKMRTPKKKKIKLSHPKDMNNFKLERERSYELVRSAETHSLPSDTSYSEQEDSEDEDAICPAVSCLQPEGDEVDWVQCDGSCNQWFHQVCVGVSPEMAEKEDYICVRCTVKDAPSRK
#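 Measured: NADH fluorescence change, 30 min, RT. System: KDM5BΔAP 200 nM final, H3K4me3 peptide, α-KG, Fe(II), ascorbate, NAD⁺ plus FDH, pH 7.5 HEPES. Compounds: titrated, 10 min pre-incubation with enzyme.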
# An asterisk follows results filed as active; i = inactive; ? = inconclusive; & = joins results of further samples; [ ] = dose if it differs, or a comment. Potency is read from the fitted curve at half-maximal effect. Not all compounds are listed; count on the stated rates, not on these rows.
SMILES,KDM5B inhibitor
Cc1ccc(-c2cc3ccccc3[nH]2)c(C)c1,?
c1ccc(-c2noc(-c3ccccc3OC3CNC3)n2)cc1,-30%
CCCCOc1ccc(C(=O)Nc2ccc(S(=O)(=O)Nc3nc(C)cc(C)n3)cc2)cc1,?
Cc1sc(NC(=O)c2cccs2)c(C(c2cccnc2)N2CCOCC2)c1C (stereo not given),15%
COc1ccc(-n2c(C)c(C)c3c2ncn2nc(-c4ccccn4)nc32)cc1,?
N#Cc1c(/N=C/c2c(F)cccc2Cl)sc2c1CCCC2,8%
CCn1nccc1-c1cc(C(=O)O)c2cccc(C)c2n1,?
CCOc1cc(C=NNC(=O)c2cccc(S(=O)(=O)N3CCCC3)c2)ccc1O,3%
COCCNC(=O)c1ccccc1NC(=O)c1nc(-c2ccccc2)oc1C,-12%
CCc1cccc(NC(=O)c2ccc3c(Cl)c4c(nc3c2)CCCC4)c1,24%
Cc1ccc(-n2nc3ccc(NC(=O)Cc4ccc(Cl)cc4)cc3n2)cc1,?
Cc1cnc(C(=O)N2CCCC(c3nnc(Cn4ccnc4)n3C)C2)cn1 (stereo not given),-17%
O=C(O)c1ccc(Nc2nc(-c3ccc4ccccc4c3)cs2)cc1O,-88%
COCCNC(=O)c1nc(-c2cccc3[nH]ccc23)no1,14%
COCCN1C(=O)CO[C@H]2CN(C(=O)Nc3ccc(F)cc3)C[C@H]21,-14%[86.2 µM]
CCCc1ccc(C(=O)NCc2ccco2)cc1,15%
COc1cc(Cl)c(NC(=O)Cc2coc3cc(C)c(C)cc23)cc1OC,-3%
Cc1ccc(-c2cc3c(=O)n(CCNC(=O)c4cc(F)ccc4F)ccn3n2)cc1C,?
Cc1ccc(CC/C=N/NC(N)=S)o1,-33%
CCc1sc(Nc2cccc(C)c2)nc1-c1cc2cccc(OC)c2oc1=O,-12%
CCc1ccccc1NC(=O)C(CC)n1c2ccccc2c2nc(=O)cc(C)n21 (stereo not given),4%
COc1ccc(C)cc1NS(=O)(=O)c1ccc2c(c1)n(C)c(=O)n2C,13%
O=C(c1ccc(S(=O)(=O)NCc2ccco2)cc1)N1CCCCC1,-6%
COC(=O)C1=C(C)N(C)C(=O)N(C)C1c1cc(Br)ccc1F (stereo not given),0%
CCOC(=O)N1CCN(S(=O)(=O)N2CCCC(C(=O)NCc3ccccc3OC)C2)CC1 (stereo not given),-11%
# Following part.
SMILES,KDM5B inhibitor
COCCNC(=O)C[C@@H]1C[C@@H](C(C)C)[C@H](CNC(=O)c2cnccn2)C=C1C,-12%[86.2 µM]
CCOc1ccc(CCNC(=O)c2cc3c(-c4ccccc4F)nn(C)c3s2)cc1OCC,?
CC(=O)N1CCC(N2C[C@H](O)C[C@H]2c2nc(-c3cccc(C)c3)no2)CC1,?
COc1ccc2oc(=O)cc(CN3CCN(c4ccccc4F)CC3)c2c1,-27%
O=c1ccc2ccc(OCc3nc(-c4ccc(Cl)cc4)no3)cc2o1,-7%
COc1ccc(-n2nc(C(=O)NCC(=O)NCCC3=CCCCC3)c3ccccc3c2=O)cc1OC,-17%
Cc1ccc(CNC(=O)CN(c2ccc(C(C)C)cc2)S(=O)(=O)c2c(C)n[nH]c2C)cc1,-21%
O=C(c1ccccc1F)N1CCC2(C1)C(=O)N(CCc1ccccc1)c1ccccc12 (stereo not given),-3%&-16%
CCOC(=O)C1=CN(CC(=O)Nc2ccccc2C)S(=O)(=O)N=C1C,-8%
CC[C@H]1CN(C(=O)c2ccnc(Cl)c2)CC[C@H]1CC(=O)NCc1cccc2ccccc12,-11%
CCc1noc(-c2ccn3c(CNC(=O)C4CCCC4)nnc3c2)n1,i
Cc1ccc(C)c(-c2cn3ccccc3n2)c1,183%[activator]
CCc1ccccc1N1CC(c2nc3ccccc3n2CCCOc2ccc(Cl)cc2)CC1=O (stereo not given),-16%
O=C(NC1CCN(c2nc3ncccc3o2)CC1)c1cccc(Cl)c1,28µM*
CNC(=O)[C@@H]1CN(S(=O)(=O)c2ccc(Cl)s2)C[C@H]1c1nc(C)no1,21%
O=C(Nc1ccc(F)c(Cl)c1)c1ccc[n+]([O-])c1,0%
O=C(CCc1nnn2c1CN(C(=O)NCCc1ccccc1)CC2)NC1CC1,-17%
COC(=O)c1cc(C)nc2c1c(=O)n(Cc1nc(-c3ccc(OC)c(OC)c3)oc1C)c(=O)n2C,-28%
COc1ccc(C2(C(=O)N3CCC4(CC3)CC(N3CCOCC3)CCO4)CC2)cc1 (stereo not given),19%
COC(=O)C1(NC(=O)CSc2ccccc2Cl)CCCCC1,10%
CC(=O)Nc1ccc(SC2CCCCC2=O)cc1 (stereo not given),?
COc1ccc(S(N)(=O)=O)cc1C(=O)NC1CCOC2(CCOCC2)C1 (stereo not given),-1%
COc1ccc2c(CC(=O)O)cc(=O)oc2c1,?
COc1cccc(S(=O)(=O)N2CCn3c(nnc3-c3ccncc3)C2)c1,-1%[115 µM]
COC(=O)[C@@H]1Cc2c([nH]c3ccccc23)[C@H]2C[C@H](NCCCn3ccnc3)C[C@@H](c3ccccc3F)N21,?
# Carrying on:
SMILES,KDM5B inhibitor
CN1CCNc2cc(-c3ccc(N4CCOCC4)cc3)ncc2C1,28µM*
COc1cccc(COc2ccc3c(=O)c(Oc4ccccc4OC)coc3c2)c1,-4%
O=[S+]([O-])(Nc1ccccc1)c1ccc2c(c1)OCCN(Cc1cccnc1)C2,10%[86.2 µM]
O=C(CCc1nc(CSc2n[nH]c(-c3ccccc3)n2)no1)Nc1ccc2ccccc2c1,-6%
CS(=O)(=O)N1CCC(C2CCN(C(=O)Cc3c[nH]c4ccccc34)C2)CC1 (stereo not given),?
O=C(O)/C=C/C(=O)Nc1ccc(Oc2ccccc2)cc1,-8%
CCC(=O)N1CCc2cc(Br)cc(S(=O)(=O)N(CC)Cc3ccccc3)c21,6%
Cc1ccc(S(=O)(=O)NN2C(=O)c3ccccc3NC2c2ccccc2F)cc1 (stereo not given),?
COc1ccc2c(CN3CCCC(C(F)(F)F)C3)cc(=O)oc2c1 (stereo not given),?
CCOC(=O)c1cc2cc(C(F)(F)F)ccc2[nH]1,-16%
O=C(c1c[nH]c2cccnc12)N1CCOCC1,?
Cc1ccc(CSc2nnc(-c3cnccn3)n2C)cc1,14%
CC(C)CCN1CC2(CCCN(C(=O)CN3C(=O)CN(C)C3=O)C2)CCC1=O (stereo not given),19%
CC(Nc1ccc([N+](=O)[O-])cn1)c1cccc(Cl)c1 (stereo not given),5%
COc1ccc(CN2CCc3nc(C(=O)N4CCOCC4)oc3CC2)cc1OC,5%[86.2 µM]
O=C(O)CCc1cc2n(n1)CCCN(Cc1cn[nH]c1C(=O)O)C2,-17%
CC(C)(C)NC(=O)COC(=O)c1ccc2ccccc2n1,-28%
COc1ccc(C(=O)N2CCC[C@H]2c2nc(-c3ccc(OC)c(OC)c3)no2)cc1F,?
COc1ccc(C(=O)N2CCC(c3n[nH]c(=O)n3Cc3ccc(F)cc3)CC2)c(C)c1,33%
Cc1ccc(-n2nnnc2C2(Nc3ccccc3)CCCC2)cc1,15%
Cc1ccc(N=c2c([N+](=O)[O-])nn(-c3ccc(Cl)cc3)n2O)cc1C,-5%
CC(C)(C)C(=O)Cn1c(=O)n(CCCCCC(=O)NCc2ccccc2Cl)c(=O)c2sccc21,-15%
Cc1cnc(C(=O)N2CCC3(CC2)c2[nH]c4ccccc4c2CCN3C)cn1,-30%
CC(=O)N1CCCc2cc(S(=O)(=O)N3CCC(C(=O)Nc4ccc(C)cc4Cl)CC3)ccc21,-1%
COC(=O)c1ccc(/C=C2/SC(=O)N(C(C)C(=O)OC)C2=O)cc1 (stereo not given),-29%

# Sorted by length of the SMILES (low to high): 15 of the compounds above.
SMILES,KDM5B inhibitor
Cc1ccc(CSc2nnc(-c3cnccn3)n2C)cc1,14%
CCOC(=O)c1cc2cc(C(F)(F)F)ccc2[nH]1,-16%
CC(C)(C)NC(=O)COC(=O)c1ccc2ccccc2n1,-28%
O=C(O)/C=C/C(=O)Nc1ccc(Oc2ccccc2)cc1,-8%
CN1CCNc2cc(-c3ccc(N4CCOCC4)cc3)ncc2C1,28µM*
O=C(O)CCc1cc2n(n1)CCCN(Cc1cn[nH]c1C(=O)O)C2,-17%
COc1ccc(CN2CCc3nc(C(=O)N4CCOCC4)oc3CC2)cc1OC,5%[86.2 µM]
COC(=O)c1ccc(/C=C2/SC(=O)N(C(C)C(=O)OC)C2=O)cc1 (stereo not given),-29%
Cc1cnc(C(=O)N2CCC3(CC2)c2[nH]c4ccccc4c2CCN3C)cn1,-30%
CCC(=O)N1CCc2cc(Br)cc(S(=O)(=O)N(CC)Cc3ccccc3)c21,6%
CC(C)CCN1CC2(CCCN(C(=O)CN3C(=O)CN(C)C3=O)C2)CCC1=O (stereo not given),19%
O=[S+]([O-])(Nc1ccccc1)c1ccc2c(c1)OCCN(Cc1cccnc1)C2,10%[86.2 µM]
O=C(CCc1nc(CSc2n[nH]c(-c3ccccc3)n2)no1)Nc1ccc2ccccc2c1,-6%
CC(C)(C)C(=O)Cn1c(=O)n(CCCCCC(=O)NCc2ccccc2Cl)c(=O)c2sccc21,-15%
CC(=O)N1CCCc2cc(S(=O)(=O)N3CCC(C(=O)Nc4ccc(C)cc4Cl)CC3)ccc21,-1%

# Remaining list, next part.
SMILES,KDM5B inhibitor
O=C(Cc1cccc(Cl)c1)N[C@@H]1CN(c2ncccn2)C[C@H]1CO,?
O=C1NCc2ccccc2CC12CCN(CC1CCCCC1)C2 (stereo not given),-4%[149 µM]
Cc1ccc(-c2nc(C(=O)NCCc3ccc(S(N)(=O)=O)cc3)no2)cc1,-24%
Cc1cc(C)c(S(=O)(=O)N2CC(c3nc(-c4ccncc4)no3)C2)cc1C,-16%
CCOC(=O)c1ccc(N2C(=O)c3n[nH]c(-c4ccco4)c3C2c2ccc(O)c(OC)c2)cc1 (stereo not given),-48%
CCOC(=O)NC(Nc1ccc(Cl)cc1)(C(=O)OCC)C(F)(F)F (stereo not given),-9%
O=C(NC1CC1)c1ccc(-c2ccc(N3CCCCCC3)nc2)cc1,i
Cc1cc(C)cc(NC(=O)Cn2nc(N3CCN(c4ccccc4)CC3)ccc2=O)c1,-8%
Cc1cccc(C(=O)n2nc(-c3cccnc3)nc2NCc2ccccc2)c1,-15%
CCc1ccc(NC(=O)Cc2c(C(=O)O)c(C)cn2C)cc1,6%
Cc1cnn(CCC(=O)N2CCCn3ccnc3C2c2cnn(C)c2)c1 (stereo not given),4%
CCc1cccc(NC(=O)N2CCCC(c3noc(COc4ccccc4F)n3)C2)c1 (stereo not given),?
CCn1c(CN(C)C)nnc1C1CCN(C(=O)c2cnn3ccccc23)CC1,?
CC(C)N1C(=O)CO[C@H](c2ccc(NC(=O)c3ccco3)cc2)[C@H]1CO,-21%[86.2 µM]
COC(=O)Cn1c(CN2CCN(c3cc(Cl)ccc3C)CC2)nc2c1c(=O)n(C)c(=O)n2C,1%
Cc1ccc(CNC(=O)CCN2C(=O)C(C)Oc3ccc(C)cc32)cc1 (stereo not given),-30%
O=C(Cn1nc2c(cc1=O)CCCC2)NCCn1ccc2ccc(Cl)cc21,-2%
CC(C)(C)C(=O)CSc1nc2ccsc2c(=O)n1Cc1ccccc1F,8%
CCCN(Cc1ccccc1)C(=O)c1cccs1,25%
COc1ccccc1-c1noc(CCC(=O)NCc2snnc2C)n1,10%
O=C(c1ccc2c(c1)N(Cc1ccccc1)C(=O)c1ccccc1S2(=O)=O)N1CCN(Cc2ccccc2)CC1,-6%
CCOC(=O)c1[nH]c2ccc(C)cc2c1NC(=O)c1ccccc1F,?
CCC1CCc2sc(C(=O)NCCC(C)C)cc2C1 (stereo not given),-2%
COc1ccc(CCNCc2c(C(=O)O)c(C)n(Cc3cccc(Cl)c3)c2C)c(OC)c1OC,-7%
COCc1cn(C[C@H]2C[C@@H](NC(=O)c3ccccc3)[C@H](O)[C@@H]2O)nn1,?
# Additional results follow:
SMILES,KDM5B inhibitor
Cc1cc(=O)[nH]c(NCc2ccccc2)n1,23%
CCC(C)NC(=S)Nc1cc(C)cc(C)c1 (stereo not given),1%
Cc1cccc(/C(N)=N/OC(=O)c2ccoc2C)c1,-13%
O=C1c2cnc(-c3cccc(O)c3)nc2OCCN1c1cccc(C(F)(F)F)c1,-31%[86.2 µM]
Cc1c(CCC(=O)NCCc2ccccc2F)c(=O)oc2cc(O)ccc12,i
O=C(CCc1cccs1)Nc1ccc2c(c1)OCCCO2,10%
COc1ccc(C)cc1S(=O)(=O)N1CCCC(C(=O)NCc2ccccn2)C1 (stereo not given),18%
CCNC(=O)c1c(NC(=O)Cc2coc3cc(C)cc(C)c23)sc2c1CCCC2,11%
O=C(COC(=O)c1cc[n+]([O-])cc1)NC(=O)c1ccc(OC(F)F)cc1,-14%
CCOc1ccc2nc(NC3=NC(CC(=O)O)C(=O)N3)nc(C)c2c1 (stereo not given),?
CNc1nc(N)c([N+](=O)[O-])c(Nc2cccc(Cl)c2)n1,10%
CC(C#N)Sc1nnc(Nc2ccccc2)s1 (stereo not given),-17%
Cc1cccc(OCC(=O)N/N=C/c2cccc(O)c2)c1,-11%
COCC(=O)N[C@H]1C[C@@H](CO)N(Cc2ccccc2Br)C1,-36%
COc1ccccc1Nc1nc2nccc(-c3ccco3)c2c(=O)[nH]1,-10%
CC(SC1=Nc2ccccc2CS1)C(=O)NC1CCCC1 (stereo not given),23%
O=C(Nc1ccc(F)cc1Cl)c1cnc(N2CCOCC2)c2ccccc12,?
COc1cc2nc(CSCC(=O)N3CCC(=O)CC3)[nH]c(=O)c2cc1OC,16%
Cc1ccc(NC(=O)C2CCCN2S(=O)(=O)c2ccc3c(c2)CCCC(=O)N3)cc1Cl (stereo not given),-6%
